Compound activity from PubChem.
mcGAS MS inh = mouse cGAS inhibition by mass spec | Q8C6L5 | inhibition, % at 12.5 µM | hit rate 0.18% among 130,000 | recombinant mouse cGAS, cGAMP by RapidFire MS;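 active = inhibition of cGAS enzyme activity at or above 60%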;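 note: enzyme stimulated by 45 bp dsDNA with ATP and GTP substrates; cGAMP share of summed cGAMP plus half ATP and half GTP signals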
Target sequence (Q8C6L5 whole entry, looked up): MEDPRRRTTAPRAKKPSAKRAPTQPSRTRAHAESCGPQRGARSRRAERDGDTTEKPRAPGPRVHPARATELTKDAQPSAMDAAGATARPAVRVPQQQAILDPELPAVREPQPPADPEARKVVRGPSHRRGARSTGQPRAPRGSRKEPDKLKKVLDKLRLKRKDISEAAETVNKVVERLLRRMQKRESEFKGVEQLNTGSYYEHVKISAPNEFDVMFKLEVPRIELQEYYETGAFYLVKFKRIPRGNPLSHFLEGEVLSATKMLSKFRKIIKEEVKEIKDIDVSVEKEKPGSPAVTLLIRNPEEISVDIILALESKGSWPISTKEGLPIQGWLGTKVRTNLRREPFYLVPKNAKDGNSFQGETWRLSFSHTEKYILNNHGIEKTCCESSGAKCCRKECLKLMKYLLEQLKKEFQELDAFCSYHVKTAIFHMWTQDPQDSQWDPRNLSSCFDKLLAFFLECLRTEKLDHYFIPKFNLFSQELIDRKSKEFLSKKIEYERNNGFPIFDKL
* marks the source's active call; other numbers are inactive results; & = joins results of further samples. A portion of the library. The share of hits here may be higher or lower than overall.

compound	mcGAS MS inh
Cc1cc(C)cc(N2C(=O)CC(Sc3ncn[nH]3)C2=O)c1 (stereo unspecified)	-3
COc1ccccc1C(C)N(C)S(=O)(=O)c1cccc(C(F)(F)F)c1 (stereo unspecified)	-5
COC1C=CCC(c2ccc([N+](=O)[O-])cc2)C1(C#N)C#N (stereo unspecified)	16
S=c1oc(-c2ccncc2)nn1CN1CCOCC1	2
COc1ccc(C(C)=O)cc1Cn1c(C)c(C(=O)NCc2ccc(C(F)(F)F)cc2)sc1=O	-2
Nc1cc(Br)ccc1[N+](=O)[O-]	4
Cc1ccn2c(=O)c(NC(=O)c3ccc(Br)o3)c(C)nc2c1	-10
COC(=O)[C@@H]1C[C@@H](NC(=O)c2cccc(-c3cn[nH]c3)c2)CN1C	-13
CC(=O)c1csc(NC(=O)c2cc(-n3c(C)ccc3C)ccc2Cl)n1	36
CCN1C(=O)C(=Cc2ccccc2F)SC1=NS(=O)(=O)c1ccccc1	3
COC(=O)c1cccc2c1CCN(C(=O)Cc1ccc(C(F)(F)F)cc1)C2	4
O=C(C1=NN(Cc2ccccc2)C(=O)CC1)N1CCCC(C(F)(F)F)C1 (stereo unspecified)	-9
Cc1ccn2cc(C(=O)N3CCCC3CN3CC(C)OC(C)C3)nc2c1 (stereo unspecified)	-7
COCCNC(=O)C1CCCN(C2CCN(C(=O)c3ccc(F)cn3)CC2)C1 (stereo unspecified)	1
CNc1cncc(-c2ccc(C)cc2)n1	-4
COc1ccccc1C(=O)NCCn1cc(SCC(=O)Nc2cccc(C)c2)c2ccccc21	-7
CC(=O)Nc1ccc(CNC(=O)C23CC4CC(CC(Br)(C4)C2)C3)cc1	-8
CC(=O)C1=C(C)Nc2ccccc2S1	1
CC(Cn1cncn1)NCc1csc(-c2cnccn2)n1 (stereo unspecified)	-20
CN1CCC(Cc2noc(-c3ccccc3N3CCS(=O)(=O)CC3)n2)CC1	-4
NC(=O)C1CCN(Cc2cccc(NC(=O)C3COc4ccccc4C3)c2)CC1 (stereo unspecified)	8
CCSc1nnc2c(n1)OC(c1ccsc1)Nc1ccc(Br)cc1-2 (stereo unspecified)	7
O=C1CCCN1Cc1nc(Cc2ccccc2)n[nH]1	-9
CC(C)(NS(=O)(=O)c1cc(Cl)ccc1Cl)c1ccc2c(c1)OCCO2	-11
CCOc1ncccc1-c1cccc(-c2noc(C)n2)c1	-7
O=C(Nc1ccc(SCC(=O)N2CCOCC2)nn1)c1cccc(F)c1	3
O=C(Nc1cccc(C(F)(F)F)c1)C1CCCCC1C(=O)N1CCc2c([nH]c3ccccc23)C1 (stereo unspecified)	3
Cc1ccc2[nH]cc(-c3nccs3)c2c1	3
NS(=O)(=O)c1ccc(N2CCCC2)nc1	3
CCc1ccc(NS(=O)(=O)c2ccc(Cl)cc2OC)cc1	-11
Cc1nnc(SCCNC(=O)CN2CCCN(C)CC2)s1	-11
O=C(NCc1ccccc1)N1CCN(C(=O)c2ccco2)CC1	-13
C=CCOC(=O)c1sc2nc(CNCc3ccco3)[nH]c(=O)c2c1C	5
CN(C)CC1(O)CCCN(C(=O)C(C)(C)NC(=O)c2cccs2)C1 (stereo unspecified)	-18
Cc1cc(CN2CCCC2c2ccc(C(=O)NCCc3ccccn3)s2)n[nH]1 (stereo unspecified)	6
N#Cc1cccc(CSc2nc(Oc3ccccc3F)cc(-c3ccccc3)n2)c1	-6
CCC(NC(N)=O)C(=O)OCc1cc(=O)n2c3c(sc2n1)CCCC3 (stereo unspecified)	3
COc1ccc2c(c1)ncn2C[C@]1(O)CCCN2CCCC[C@@H]21	-16
CCn1nnnc1NCc1ccccc1OCc1ccc(C)cc1	-37
Cc1noc(C)c1CN1CCN2C(C(=O)Nc3ccc(-n4cccc4)cc3)=COC2=NC1=O	-10
O=C(COC(=O)c1cc2c(s1)CCC2)NC(=O)NC1CCCC1	-7
Cc1n[nH]c(=O)nc1N1CCN(c2ccccc2)CC1	-2
Cc1ccc(C)c(OCCn2cnc3ccc([N+](=O)[O-])cc3c2=O)c1	-2
COc1ccc2c(C)cc(=O)oc2c1	-7
CCCCn1c(CN2CCCCC2CC(=O)OCC)cnc1S(=O)(=O)CC (stereo unspecified)	0
Cc1cc(C)c(C(=O)NC(N)=O)c(=N)o1	-4
O=C(NCc1csc2c1CCCC2)c1cccc(-n2cnnc2)n1	-7
COc1cccc(CC2CN(Cc3nccn3C)CCO2)c1 (stereo unspecified)	-4
Cn1cccc1C(=O)NC(=O)CSc1nnc(Cc2cccs2)n1C	-8
O=C(O)c1ccccc1C1CCN(C(=O)c2ccc3cc[nH]c3c2)C1 (stereo unspecified)	-12
CC(NC(=O)NCc1ccccc1)c1ccc(C#N)cc1 (stereo unspecified)	-11
CCCCCCN(CCC(=O)NC(C)CC)C(=O)c1ccoc1 (stereo unspecified)	-7
CCn1c(C2CCN(C3CCN(c4ccccc4)CC3)CC2)nn(C)c1=O	-2
COc1ccc(S(=O)(=O)NCc2cnn3ccccc23)c(OC)c1	-23
O=C(NC1CCCc2ccccc21)C1CC(Cc2ccc3c(c2)OCO3)=NO1 (stereo unspecified)	-8
CN1CCN(C(=O)/C(=C/c2cccs2)c2ccc(F)cc2)CC1	2

Next results
compound	mcGAS MS inh
Cc1nc(SC(C)C(=O)NC(N)=O)c2c(C)c(C)sc2n1 (stereo unspecified)	0
Cc1nc(-c2ccc(CN)o2)cs1	-3
O[C@H]1CN(Cc2cnn(-c3ccccc3F)c2)C[C@@H]1N1CCN(c2ccccn2)CC1	-2
Cc1ccc(C(=O)NNS(=O)(=O)c2c(C)n[nH]c2C)c(C)c1	-3
CN(CN1CCSC1=S)C1CCN(CC(F)(F)F)C1=O (stereo unspecified)	-16
Cn1cc(CCC(=O)C(C#N)C(=O)Nc2ccc(F)cc2F)cn1 (stereo unspecified)	-54
Cc1cc(CNC(=O)NC(C)c2cnn(C)c2)cc(C)c1F (stereo unspecified)	-12
COC(=O)c1ccc(C(C)n2nnc(-c3ccc(C(N)=O)cc3)n2)o1 (stereo unspecified)	-9
O=S(=O)(Nc1ccc(F)cc1C(F)(F)F)c1cccnc1	3
CC(Cc1ccc(O)cc1)N(C)C(=O)NCc1cccnc1 (stereo unspecified)	2
Cc1nn(CN2CCN(c3cccc(Cl)c3)CC2)c(=S)s1	-7
CS(=O)(=O)NCC1CCN(Cc2ccc(-c3ccccn3)cc2)C1 (stereo unspecified)	-6
Cc1cc(Br)ncc1NC(=O)CCc1nc2sc(C)c(C)c2c(=O)[nH]1	2
Cc1cc(=O)[nH]c(-n2nc(C)c(CCC(=O)Nc3ccc(OC(F)(F)F)cc3)c2C)n1	-4
OCc1ccnc(-c2ccc(F)cc2Cl)c1	-27
CC(C)(C)NC(=O)c1cccc(NC(=O)N2CCCC2C(=O)N2CCOCC2)c1 (stereo unspecified)	-3
CCn1ncnc1CN1CCOc2c(O)cc(-c3nc4ccccc4s3)cc2C1	14
O=C(NNc1ccc(Cl)cc1)C1CCCCN1Cc1cnc2ccccn12 (stereo unspecified)	-2
O=c1oc2c(Cl)cc(Cl)cc2cc1-c1csc(Nc2ccccc2)n1	37
COc1cccc(N2CCN(c3ncccc3S(N)(=O)=O)CC2)c1	-6
COc1ccc(C(C)=O)cc1CN1C(=O)CON=C1c1cccc(C(F)(F)F)c1	-5
CC(NC(=O)OCc1ccccc1)C(=O)N1CCOC(COc2ccc(F)cc2)C1 (stereo unspecified)	-5
COc1ccc(CN(CCCn2cncn2)C2CC2)c(OC)c1	-4
C=CCN(C)Cc1cc2ccc(SC)cc2[nH]c1=O	-3
c1ccc(CNc2nccn3ccnc23)cc1	-1
NC(=O)c1ccnc(-c2ccc(F)cc2Cl)c1	-11
CN(C)c1ncccc1CNC(=O)c1cccc2cccnc12	-42
Cc1ccccc1-n1c(C)cc(C(=O)Cn2nc(C)c(C)c(C#N)c2=O)c1C	-6
O=C(c1ccc(OC2CCN(Cc3ccccn3)CC2)cc1)N1CCCC1c1nccs1 (stereo unspecified)	-7
O=C(CCCn1cncn1)N1CCCC(CCc2ccccc2F)C1 (stereo unspecified)	3
CCn1nc(C(C)C)cc1C(=O)Nc1cc(C)nc(C(C)C)n1	-5
C[C@H](C(=O)NCCN1CCOCC1)N1Cc2ccc(N3CCOCC3)nc2C1=O	5
NCCc1ccc(O)c(O)c1	-5&-4&-3&1
COc1ccc(OC)c(C2CC(c3ccc(Br)cc3)=Nc3nnnn32)c1 (stereo unspecified)	-11
Cc1ccc(-n2nnn(C(F)F)c2=S)c(C)c1	-47
BrCc1cc(CBr)c2ccccc2c1	-5
COc1cccc2c1OCCCN(S(=O)(=O)NCc1ccccc1)C2	-22
CCCCn1ccnc1C(=O)c1cc(Cl)cc(Cl)c1	-13
COc1ccc(CC(=O)NC(C2=CCCN(C)C2)C(C)C)cc1 (stereo unspecified)	-14
OCC1CCCCN1CCNC1CCSCC1 (stereo unspecified)	-2
CCC(Sc1nnc(NC2CC2)s1)c1ccc(Cl)cc1 (stereo unspecified)	-5
COc1ccc2c(c1)OCC(C(=O)N1CCC(c3ccccc3)C1C)C2 (stereo unspecified)	-4
N#Cc1ccc(C(=O)NCc2ccccc2CN2CCCC2)cc1	0
Cc1nnc(SCCN2CCOCC2)c2nn(-c3ccccc3Cl)c(C)c12	-5
CCCS(=O)(=O)NCCc1cc2cc(C)c(C)cc2[nH]c1=O	-3
CN(C(=O)c1ccc(Cl)cc1)C(c1ccc(F)cc1)C1CC1 (stereo unspecified)	-8
COc1ccccc1/C=C/CN1CC[C@H](O)C[C@@H]1C(=O)O	-4
O=c1cc(CO)oc(C(c2ccc3c(c2)OCO3)c2oc(CO)cc(=O)c2O)c1O	2

By substructure, the compounds so far containing an aryl thioether with sulfur outside any ring.
compound	mcGAS MS inh
Cc1cc(C)cc(N2C(=O)CC(Sc3ncn[nH]3)C2=O)c1 (stereo unspecified)	-3
COc1ccccc1C(=O)NCCn1cc(SCC(=O)Nc2cccc(C)c2)c2ccccc21	-7
CCSc1nnc2c(n1)OC(c1ccsc1)Nc1ccc(Br)cc1-2 (stereo unspecified)	7
O=C(Nc1ccc(SCC(=O)N2CCOCC2)nn1)c1cccc(F)c1	3
Cc1nnc(SCCNC(=O)CN2CCCN(C)CC2)s1	-11
N#Cc1cccc(CSc2nc(Oc3ccccc3F)cc(-c3ccccc3)n2)c1	-6
Cn1cccc1C(=O)NC(=O)CSc1nnc(Cc2cccs2)n1C	-8
Cc1nc(SC(C)C(=O)NC(N)=O)c2c(C)c(C)sc2n1 (stereo unspecified)	0
C=CCN(C)Cc1cc2ccc(SC)cc2[nH]c1=O	-3
CCC(Sc1nnc(NC2CC2)s1)c1ccc(Cl)cc1 (stereo unspecified)	-5
Cc1nnc(SCCN2CCOCC2)c2nn(-c3ccccc3Cl)c(C)c12	-5

(more compounds)
compound	mcGAS MS inh
NC(=O)c1ccc(OCc2cc(Cl)c3c(c2)OCO3)cc1	-7
CC(=O)c1cc(CN(C)CC2CCN(Cc3ccc(C)o3)CC2)cs1	-7
CCN(Cc1ccc(Cl)c(Cl)c1)c1c(N)n(Cc2ccccc2)c(=O)[nH]c1=O	11
COc1ccc(Cc2nnc(N(C)c3ccccc3)[nH]c2=O)cc1	-7
COC(=O)c1ccc(NC(=O)CSc2nc3[nH]ncc3c(=O)[nH]2)cc1	-7
CC1(C(=O)NS(=O)(=O)c2cccc(F)c2)CCN1C(=O)c1cccc(F)c1 (stereo unspecified)	-11
COc1cccc(-c2nc(C=Nc3cccc(C)c3)c(O)o2)c1	56
CC(=O)c1c[nH]c(C(=O)Nc2nc(CN3CCCC(C)C3)cs2)c1 (stereo unspecified)	-6
CCn1nc(C)c(NC(=O)CN(C)Cc2snnc2C)c1C	-11
CCCC(=O)Nc1oc2c(C)cccc2c(=O)c1-c1cc(OC)c(OC)c(OC)c1	-5
Cc1csc(NC(=O)c2cc(F)ccc2Br)n1	-21
O=C(Nc1ccc(-n2cccn2)cc1)C1CCN(Cc2ccccn2)CC1	-2
CS(=O)(=O)NC(=O)c1cn(-c2ccc(C(F)(F)F)cn2)nn1	-12
Cc1ccc(OCC(=O)OCc2cc(-c3cc4ccccc4o3)on2)cc1	-6
CC(Oc1ccc(F)cc1)c1n[nH]c(=S)o1 (stereo unspecified)	-1
CO[C@H]1CN(C(=O)c2ccc(-c3cn(-c4ccccc4)cn3)cc2)CC[C@H]1N	-3
CCOc1ccccc1-c1ccc(NC)nc1	-4
Oc1c(Br)cc2oc3c(c2c1C=NCc1ccncc1)CCCC3	47
CN(C)S(=O)(=O)c1ccc2c(c1)nc(CCC(=O)NCC1(c3ccccc3)CCCC1)n2C	-16
CN(C(=O)OC(C)(C)C)C1CCCN(C(=O)c2ccn(C)c(=O)c2)C1 (stereo unspecified)	-2
C=CCn1c(SC(C)C(=O)Nc2ccc(N(C)C)cc2)nc2scc(-c3ccco3)c2c1=O (stereo unspecified)	11
CN1CCC2(CC1)CCN(C(=O)c1cccc(Oc3ncccn3)c1)C2	-21
COc1ccccc1Oc1ccc(NC(=O)C2CCOCC2)cc1	-18
CC(C)C1CN(Cc2cc(-c3cccnc3)no2)CCCN1CC1CC1 (stereo unspecified)	-6
CC1CCCCC1NC(=O)C(C)N1CCN(c2nccs2)CC1 (stereo unspecified)	-5
Cc1nn(C)c(C)c1C(C)C(=O)Nc1cc(-c2ccsc2)[nH]n1 (stereo unspecified)	-8
CC(C)N=c1ccccn1C(=O)/C=C/c1ccc(OC(F)F)cc1	-5
